# OX1R antagonist: antagonists of human orexin 1 receptor | CHO/OX1R cells, Fluo-8 calcium fluorescence, orexin A | inhibition, % at 5 µM | hit rate 0.43% among 330,000;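 active = inhibition above its plate's threshold, mean inhibition of all tested compounds on the plate plus 3 SD, cut at about 37% in these data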;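 also: 0% = orexin A challenge wells and 100% = SB-334867-A antagonist wells; not every result past the cut was called active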
# Target sequence (O43613 whole entry, looked up): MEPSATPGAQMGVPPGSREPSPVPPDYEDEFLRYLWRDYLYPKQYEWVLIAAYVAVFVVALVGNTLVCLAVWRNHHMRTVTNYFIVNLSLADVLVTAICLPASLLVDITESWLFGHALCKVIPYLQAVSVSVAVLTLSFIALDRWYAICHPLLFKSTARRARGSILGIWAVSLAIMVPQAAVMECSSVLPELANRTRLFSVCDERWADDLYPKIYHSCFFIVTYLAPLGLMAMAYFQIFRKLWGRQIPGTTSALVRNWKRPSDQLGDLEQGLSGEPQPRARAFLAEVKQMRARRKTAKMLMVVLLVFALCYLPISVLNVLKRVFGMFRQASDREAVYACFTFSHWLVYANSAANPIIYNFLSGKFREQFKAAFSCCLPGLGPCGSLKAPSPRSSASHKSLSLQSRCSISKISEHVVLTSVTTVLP
# CHT allo act: allosteric activators of human choline transporter CHT; Q9GZV3; CHT-expressing cells, membrane potential dye, choline EC20; stronger effect = higher value; LV-AA mutant CHT in HEK293 cells; B-score at 10 µM; hit rate 0.49% among 310,000;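 active = initial fluorescence not abnormally high and integrated response B-score, plate-corrected, over 3 SD above library mean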
# Target sequence (Q9GZV3 whole entry, looked up): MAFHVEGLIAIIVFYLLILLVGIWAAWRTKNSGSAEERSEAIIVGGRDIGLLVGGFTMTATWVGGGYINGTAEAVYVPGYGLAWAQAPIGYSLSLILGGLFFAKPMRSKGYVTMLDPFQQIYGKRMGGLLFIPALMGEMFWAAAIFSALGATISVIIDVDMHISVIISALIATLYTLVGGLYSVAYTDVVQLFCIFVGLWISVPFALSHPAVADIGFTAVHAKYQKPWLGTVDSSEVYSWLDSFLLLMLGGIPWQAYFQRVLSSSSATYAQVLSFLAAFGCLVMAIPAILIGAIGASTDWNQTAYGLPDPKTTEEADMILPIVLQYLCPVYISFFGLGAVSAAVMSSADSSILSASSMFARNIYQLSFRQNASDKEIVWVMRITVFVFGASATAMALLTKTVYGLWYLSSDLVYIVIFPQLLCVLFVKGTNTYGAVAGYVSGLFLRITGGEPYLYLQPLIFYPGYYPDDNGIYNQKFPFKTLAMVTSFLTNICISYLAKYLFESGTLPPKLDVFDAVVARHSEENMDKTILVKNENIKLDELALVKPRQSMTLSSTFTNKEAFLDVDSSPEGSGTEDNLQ
# * hit, by the source's call; i = inactive; / = no result given.
SMILES,OX1R antagonist,CHT allo act
CC1CCN(c2ccc(-c3cccc(NC(=O)c4ccco4)c3)nn2)CC1,-31,i
Cc1ccc(N2C(=O)[C@@H]3C(C(=O)CN4C(=O)c5ccccc5C4=O)=NN[C@@H]3C2=O)c(C)c1,-45,i
Cc1nn(-c2ccccc2)nc1CNS(C)(=O)=O,-19,i
Cc1ccccc1CS(=O)(=O)c1ccc(C(=O)N2CCC(C)CC2)cc1[N+](=O)[O-],-12,i
CCOC(=O)c1c(/N=C/c2cccc([N+](=O)[O-])c2O)sc(C)c1C,-12,i
CC(C)Cn1nc(-c2ccccc2)c2ccccc2c1=O,-38,i
O=C(N/N=C/c1cccs1)c1ccc(NC(=O)c2ccccc2Cl)cc1,-19,i
S=C(Nc1ccccc1)N1CCN(c2ccc(N3CCOCC3)nn2)CC1,-4,i
O=C(NCCc1ccccc1)C(=O)NCC1OCCN1S(=O)(=O)c1ccc([N+](=O)[O-])cc1 (stereo not given),-6,i
O=C(CSc1ccc(F)cc1)N1CCOCC1,-12,i
O=C1CC(=O)CC(c2ccccc2Cl)C1,-27,i
Cn1cc(Cl)c(C(=O)Nc2nc3ccc([N+](=O)[O-])cc3s2)n1,5,i
Cc1c(C(=O)NCCCN2CCOCC2)sc2nc(-c3ccccc3)cn12,-9,i
Cc1nc(C(=O)NCCO)cc2c1[nH]c1ccccc12,/,i
C#CCOc1ccc(/C=C2/C(=O)NN(c3ccccc3)C2=O)cc1OC,-7,i
COc1cccc(C2NC(=O)N(CCCC(=O)O)C(C)=C2C(=O)OCc2ccccc2)c1 (stereo not given),-4,i
COC(=O)c1c(C)oc(C)c1S(=O)(=O)NCc1cccs1,-6,i
O=C(NCc1ccccn1)c1ccc2ccccc2n1,-21,i
COc1ccc(C(=O)Nc2c(N)nc[nH]c2=O)cc1,6,i
Cc1ccc(NC(=O)CSc2nc3ccccc3c(=O)n2CCCC(=O)NCC2CCCO2)cc1 (stereo not given),-8,i
C=CCOc1ccc(CN(C)CC(=O)Nc2ccc3c(c2)CCC3)cc1,-34,i
Cc1ccc(S(=O)(=O)NCC(=O)N(CC(=O)NCc2ccccc2)CC2CCCO2)cc1 (stereo not given),-15,i
CN(CC(=O)Nc1ccc(F)cc1)C(=O)Cn1cnc2ccc(Cl)cc2c1=O,-15,/
CN(C)c1ccc(/C=N/Nc2cccc(C(=O)O)c2)cc1,-13,i
O=C(NCCc1ccccc1)C1CCC(CNS(=O)(=O)c2ccccc2)CC1 (stereo not given),-14,i
N#Cc1cccc(N=Cc2c(O)ccc3ccccc23)c1,1,i
CSc1ccc(S(=O)(=O)N2CCC(C(=O)NCC3CCCO3)CC2)cc1 (stereo not given),-13,i
Cc1cn(-c2ccccc2)c(C)c1/C=N\Nc1nc(N2CCOCC2)nc(N2CCOCC2)n1,-39,i
CCCCNc1c(-c2cccc(Sc3ccc(OC)cc3)c2)nc2ccccn12,51,/
CCc1nnc(NC(=O)CCC(=O)N2CCN(c3cc(Cl)ccc3C)CC2)s1,-24,i
Cc1ccc(O)c(C(=O)CC(=O)c2ccccc2Cl)c1,-30,i
COc1cccc2cc(-c3csc(NC(=O)CCC(=O)NCCCN4CCC(C)CC4)n3)c(=O)oc12,-19,i
O=C(CSc1nnc2ccccn12)NNC(=O)c1ccccc1F,2,/
Cn1cc([N+](=O)[O-])cc1-c1nc2ccccc2n1C,3,i
Cn1c(NC(=O)Cc2cccs2)cc(=O)n(C)c1=O,6,i
CSc1nc(-c2ccc(Cl)cc2)nc(N)c1C#N,-10,i
COc1ccccc1NC(=O)C(=O)NCc1ccncc1,-4,i
CC(=O)c1ccc(NC(=O)CSc2nc3[nH]ncc3c(=O)[nH]2)cc1,-19,i
CCOc1ccc(CN2CCN(CCCc3ccccc3)C(CCO)C2)cc1 (stereo not given),-19,i
CCOc1ccc(CN(CCO)CCO)cc1[N+](=O)[O-],-13,i
O=C(C1CCN(S(=O)(=O)c2cccc3nsnc23)CC1)N1CCCCC1,-14,i
O=C(N/N=C/c1ccccn1)c1cc(Br)ccc1O,/,i
O=c1[nH]c(CN2CCN(CCO)CC2)nc2ccccc12,3,i
CCOC(=O)C1CCCN(C(=O)c2ccccc2NS(=O)(=O)c2ccc(F)cc2)C1 (stereo not given),-24,/
CCCCC(O)(CCCC)C(=O)NN(C(=O)c1cccnc1Cl)c1ccccc1,-34,i
COc1ncnc2sc(-c3ccccc3)cc12,-21,i
CC(=O)N1CCN(c2ccc(NC(=O)c3ccc4c(c3)OCO4)cc2)CC1,12,i
COc1ccc(N2CC(C(=O)N[C@H](C(=O)NC(C)c3ccccc3)C(C)C)CC2=O)cc1 (stereo not given in full),-28,i
CN1CCN(CCCNC(=O)c2ccc3c(c2)N(Cc2ccccc2)CCS3)CC1,-33,i
O=C(N/N=C/c1ccoc1)c1ccc(Cl)cc1Cl,-14,i
CC(OC(=O)Cn1c(C(F)(F)F)nc2ccccc21)C(=O)N1CCCc2ccccc21 (stereo not given),-18,i
CCCCc1cn(C[C@H]2CC[C@@H]([C@@H]3CC[C@H](Cn4cc(CCCC)nn4)O3)O2)nn1,-31,i
Cc1ccc(CCC(=O)Nc2nccs2)o1,8,i
Cc1cc(NC(=O)C2CC2)ncc1NC(=O)c1ccccn1,-14,i
Cc1cccc2cc(C#N)c(NCc3ccccc3)nc12,-26,i
O=C1NC2(CCCCC2)NN1c1ccccc1,2,i
COCCNC(=O)COc1coc(CN2CCN(Cc3ccccc3)CC2)cc1=O,-15,i
CCNc1nc(-c2ccc(Cl)cc2)cs1,-31,i
CC[C@@]1(C(=O)OC)N[C@H](CN(C)C(=O)NC(C)C)[C@@H]2C(=O)N(Cc3ccccc3)C(=O)[C@@H]21,7,/
CCN(CC)C(=O)c1[nH]cnc1C(=O)N[C@@H](CCCCNC(=O)OC(C)(C)C)C(=O)OC(C)(C)C,-34,i
# Remaining list, next part.
SMILES,OX1R antagonist,CHT allo act
COc1cc(/C=N/NC(=O)c2ccc3nc[nH]c3c2)cc(OC)c1OC,-5,i
Cn1c(SCC(=O)Nc2ccc3c(c2)oc2ccccc23)nnc1-c1ccccc1,17,i
COc1ccc2oc(-c3ccc(C)c(NC(=O)c4ccc(N5CCOCC5)c([N+](=O)[O-])c4)c3)nc2c1,7,i
O=C(NCCSCc1ccco1)c1ccc(CN2CCOCC2)cc1,18,i
Cc1cc(=O)oc(C)c1C(=O)Nc1cccnc1Cl,1,i
C=CCc1ccccc1OCC(O)CN(CC)CC (stereo not given),-14,i
COc1ccc(/C=C/C(=O)O)cc1S(=O)(=O)N1CCC(Cc2ccccc2)CC1,0,i
COc1ccc(OCCCC(=O)Nc2nnc(C3CCCO3)s2)cc1 (stereo not given),-21,i
COC(=O)CN1C(=S)N(C)C(=O)/C1=C/c1cccs1,-3,i
O=C(NNC(=O)C1CC=CCC1)c1ccccc1O (stereo not given),-10,i
CCN(CC)S(=O)(=O)c1cc(NC(=O)[C@@H](NC(N)=O)C(C)C)ccc1C,-10,i
CC(C)CNC(=O)C1CCN(c2ccc(S(=O)(=O)N3CCOCC3)cc2)CC1,11,i
Cn1ccnc1C(=O)c1cc(SCC(=O)NC2CC2)nc2ccccc12,-6,i
COC(=O)C1(CCSC)NC(c2ccccc2F)C2C(=O)N(c3ccc4c(c3)OCCO4)C(=O)C21 (stereo not given),-12,i
Cc1ccc(/S(C)=N/S(=O)(=O)c2ccc(C)cc2)cc1 (stereo not given),-4,i
Cc1cc(C)n(CC(=O)NNC(=O)COc2ccc(F)cc2Br)n1,-22,/
O=C(C1=C[C@@H](c2ccc(C(F)(F)F)cc2)C[C@@H](OCc2ccc(CO)cc2)O1)N1CCN(Cc2ccccc2)CC1,-22,i
CCc1c(C)c2cc(Cl)c(O)c(CN3CCCC3)c2oc1=O,/,i
CCOC(=O)c1sc(NC(=O)c2ccc(CC)s2)nc1C,3,i
OC1(c2cccnc2)CCN(Cc2nnnn2Cc2ccccc2)CC1,-2,i

# The last 6 entries of the part above open the next one:
SMILES,OX1R antagonist,CHT allo act
Cc1ccc(/S(C)=N/S(=O)(=O)c2ccc(C)cc2)cc1 (stereo not given),-4,i
Cc1cc(C)n(CC(=O)NNC(=O)COc2ccc(F)cc2Br)n1,-22,/
O=C(C1=C[C@@H](c2ccc(C(F)(F)F)cc2)C[C@@H](OCc2ccc(CO)cc2)O1)N1CCN(Cc2ccccc2)CC1,-22,i
CCc1c(C)c2cc(Cl)c(O)c(CN3CCCC3)c2oc1=O,/,i
CCOC(=O)c1sc(NC(=O)c2ccc(CC)s2)nc1C,3,i
OC1(c2cccnc2)CCN(Cc2nnnn2Cc2ccccc2)CC1,-2,i
O=C(NCCCl)C1Cc2c(ccc3ccccc23)O1 (stereo not given),-14,i
Cc1c(C(C)C[C@H](C)O)oc(=O)c2c1Oc1c(C)c(C(C)C[C@H](C)O)oc(=O)c1C2 (stereo not given in full),-7,/
COc1cc2c(cc1OC)C(C(=O)NCCN1CCOCC1)C1c3ccccc3CCN1C2=O (stereo not given),-16,i
Cc1cc(S(=O)(=O)N2CCCCC2)c(C)s1,-17,i
CCCN=C1N/C(=C\c2ccco2)C(=O)N1c1ccccc1,-5,i
COc1cccc(C(=O)Nc2ccc(S(=O)(=O)Nc3nccc(C)n3)cc2)c1,1,i
Cc1cccc(-c2nc3ccccc3c(=O)n2NC(=O)c2cccnc2Cl)c1,-9,i
CCOc1cc(Cl)c(NC(C)=O)cc1OCC,-9,i
Cc1ccc(-c2nc3ccc(C(=O)O)cc3nc2-c2ccc(C)cc2)cc1,-10,i
NS(=O)(=O)c1cccc(NC(=O)c2cccc(N3C(=O)c4ccccc4C3=O)c2)c1,-20,/
O=C(CN1CCN(Cc2ccccc2)CC1)N1CCCc2ccccc21,-13,i
CC(C)(C)NC(=O)CN1CCCN(C(=O)c2cccc(S(=O)(=O)N3CCc4ccccc43)c2)CC1,-53,/
O=C(N/N=C/c1ccccc1)c1ccc(OCc2ccccc2)cc1,-11,i
CCOc1ccccc1NC(=O)Nc1ccc(OC)nc1,/,i
O=C1ON=C(c2ccc(Cl)c([N+](=O)[O-])c2)/C1=C/c1cccc([N+](=O)[O-])c1O,-6,/
CCn1c(SCC(=O)Nc2cccnc2Cl)nnc1-c1ccccc1,-20,i
O=C(N/N=C/c1ccncc1)c1cc([N+](=O)[O-])cc([N+](=O)[O-])c1O,-21,i
Cc1cc(C)n2nc(-c3cccnc3)nc2n1,-5,i
COc1cc(NC2c3ccccc3C(=O)N2c2cc(C)ccn2)cc(OC)c1OC (stereo not given),-29,i
COc1ccc(CNC(=O)CCn2c(C)csc2=O)cc1,-24,/

# Continued (4 carried over from the part before).
SMILES,OX1R antagonist,CHT allo act
O=C(N/N=C/c1ccncc1)c1cc([N+](=O)[O-])cc([N+](=O)[O-])c1O,-21,i
Cc1cc(C)n2nc(-c3cccnc3)nc2n1,-5,i
COc1cc(NC2c3ccccc3C(=O)N2c2cc(C)ccn2)cc(OC)c1OC (stereo not given),-29,i
COc1ccc(CNC(=O)CCn2c(C)csc2=O)cc1,-24,/
COc1ccc(CC(=O)NCCc2ccc(S(N)(=O)=O)cc2)cc1,-1,i
NC(=O)C1CCN(C(=O)NC2CC(=O)N(c3ccc4c(c3)OCCO4)C2)CC1 (stereo not given),6,i
COc1ccc([C@@H]2C=C(C(=O)O)O[C@H](OCCCCO)C2)cc1,-8,i
CCN(CC)c1ccc(NC2CC(=O)N(CCc3ccc(OC)cc3)C2=O)cc1 (stereo not given),-15,i
C#CCOC(=O)Nc1cnccc1C(F)(F)F,-6,i
CC(=O)c1cccc(N(CC(=O)NC2CCCCC2)C(=O)Cn2nnc(-c3ccccc3)n2)c1,-23,i
Cc1ccc(NS(=O)(=O)c2ccc(-n3cccn3)cc2)nc1,-19,i
Cc1ccc(N/C=C/C(=O)C(C)(C)C)c(O)c1,-27,i
COc1ccc(C2CC(c3ccc(Cl)c(Cl)c3)Nc3nc(N)nn32)cc1 (stereo not given),2,i
CC(C)=CC(=O)OCC(=O)Nc1cc([N+](=O)[O-])ccc1F,-3,i
Cc1ccc(N/C(CSC(N)=O)=N\S(=O)(=O)c2ccc(C)cc2)cc1,-2,i
CC(=O)N/C(=C\c1cccc([N+](=O)[O-])c1)C(=O)NC(C)C,-5,i
CCOC(=O)CC1(CC(=O)OCC)NC(=O)c2c(C)sc(C(=O)OCC)c2N1,-30,i
Clc1ccc(-c2noc(CN3CCN(c4ccccc4)CC3)n2)cc1,-4,i
COc1c(S(=O)(=O)NCCN2CCOCC2)ccc(Cl)c1Cl,-22,i
CCC(C)NC(=O)CN1C(=O)NC2(CCc3ccccc3C2)C1=O (stereo not given),-14,i
CNc1nc(-c2ccc3c(c2)CCN3S(=O)(=O)c2ccccc2)c(C)s1,4,i
CN1CCc2c(sc(/N=C/c3c[nH]c4ccccc34)c2C(N)=O)C1,-9,i
O=C1CN(C(=O)c2ccc3nc(Cc4cccc(Cl)c4)oc3c2)CCN1,2,i
O=C(CCc1nc2cccnc2n1Cc1ccccc1)N1CCOCC1,-24,i
Cn1cc(S(=O)(=O)N2CCCC2)cc1C(=O)NCc1ccc(F)cc1,-28,i
COc1cccc(CNS(=O)(=O)c2ccc3c(c2)NC(=O)CS3)c1,-14,i
Cn1cnnc1SCC(=O)Nc1ccc(OC(F)F)cc1,-3,i
Cc1cccc(-n2cnc(C(=O)NNC(=S)Nc3ccccc3)c2)n1,-4,i
CCOC(=O)c1c(C)nc2sc(C(=O)Nc3ccccc3)c(N)c2c1-c1ccc(OC)cc1,-14,i
COc1ccccc1N(C)S(=O)(=O)c1ccc(C)c(C(=O)NC(C)c2ccccn2)c1 (stereo not given),-28,/
COc1ccc(CCNC(=O)c2ccc(NS(=O)(=O)c3c(C)noc3C)cc2)cc1OC,-3,i

# Screening data: PubChem, several laboratories
